NPY-Y1 PAM-ag: potentiators or agonists of human neuropeptide Y receptor Y1 | P25929 | NPY-Y1 expressing cells, potentiator/agonist activation | activation, % at 3.6 µM | actives 0.37% (n = 220,000) | AID 1304; in the data active = activation above about 33%, passing the limit was not always enough;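 note: cells stimulated with NPY at EC10 then isoproterenol at EC100; 0% = low agonist plus stimulus and 100% = saturating agonist plus stimulus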
Target sequence (P25929 whole entry, looked up): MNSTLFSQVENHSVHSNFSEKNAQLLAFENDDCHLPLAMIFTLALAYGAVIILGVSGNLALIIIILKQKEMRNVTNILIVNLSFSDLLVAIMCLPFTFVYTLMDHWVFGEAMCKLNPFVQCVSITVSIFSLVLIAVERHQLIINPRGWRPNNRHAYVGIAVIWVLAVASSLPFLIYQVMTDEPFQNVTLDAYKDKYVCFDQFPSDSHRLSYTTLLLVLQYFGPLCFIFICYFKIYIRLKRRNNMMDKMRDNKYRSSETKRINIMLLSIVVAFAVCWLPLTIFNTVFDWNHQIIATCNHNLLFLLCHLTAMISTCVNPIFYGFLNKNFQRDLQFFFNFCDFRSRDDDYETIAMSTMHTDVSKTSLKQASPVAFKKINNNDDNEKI
TRPN1 ag: agonists of zebrafish TRPN1 channel; HEK293 zebrafish TRPN1-YFP, Fluo-8 calcium fluorescence; 100% = response to 87 µM carbachol; actives 0.18% (n = 220,000); activation, % at 3 µM;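 active = activation above its plate's cutoff, the mean activation of test wells on that plate plus 3 SD, cut at about 19% in these data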;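 note: 0% = DMSO alone and 100% = 87 µM carbachol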
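Control set: carbachol 87 µM as high control, DMSO as low control; system: HEK293 stable line with zebrafish TRPN1-YFP; read-out: % activation versus carbachol response; detection: intracellular calcium fluorescence with Fluo-8; doses: single test compound dose, 3 µM nominal, 0.3% DMSO; schedule: dye 1 h 37 °C plus 30 min RT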
EP2 antag: inhibitors of human EP2 prostaglandin E2 receptor. C6 glioma cells expressing human EP2, cAMP TR-FRET; cells stimulated with saturating PGE2. actives 0.52% (n = 260,000). inhibition, % at 25 µM;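 active = percent inhibition above 40 after rounding to a whole number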;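 note: rat C6 glioma host cells with rolipram phosphodiesterase inhibitor present; the protocol text gives 20 µM as final concentration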
Target sequence (P43116 whole entry, looked up): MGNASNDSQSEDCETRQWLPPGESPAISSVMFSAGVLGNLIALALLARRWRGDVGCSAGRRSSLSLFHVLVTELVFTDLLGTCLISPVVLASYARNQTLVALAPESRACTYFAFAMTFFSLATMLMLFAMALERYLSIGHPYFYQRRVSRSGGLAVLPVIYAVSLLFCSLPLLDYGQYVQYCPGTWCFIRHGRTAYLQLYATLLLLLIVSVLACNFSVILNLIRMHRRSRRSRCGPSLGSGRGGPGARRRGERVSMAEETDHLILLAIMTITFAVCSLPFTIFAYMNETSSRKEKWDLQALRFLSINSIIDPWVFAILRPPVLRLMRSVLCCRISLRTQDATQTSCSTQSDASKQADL
14-3-3 Bad inh: disrupts binding of bovine 14-3-3 zeta to phospho-Bad peptide. TR-FRET 14-3-3zeta/Dy647-pBad peptide displacement, 1 h. inhibition, % at 21.7 µM. actives 0.71% (n = 220,000). P63103;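 active = inhibition above about 70%, limit read from the data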;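 note: 0% = full 14-3-3 plus peptide FRET controls and 100% = background without 14-3-3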
Target sequence (P63103 whole entry, looked up): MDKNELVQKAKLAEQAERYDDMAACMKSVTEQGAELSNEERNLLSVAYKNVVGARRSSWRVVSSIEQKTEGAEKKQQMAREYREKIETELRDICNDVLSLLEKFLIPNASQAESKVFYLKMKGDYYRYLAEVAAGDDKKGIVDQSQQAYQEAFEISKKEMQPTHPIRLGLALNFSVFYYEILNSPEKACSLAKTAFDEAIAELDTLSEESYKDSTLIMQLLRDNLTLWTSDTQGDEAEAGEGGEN
EP2 modulator: modulates human prostaglandin E2 receptor EP2 signaling. EP2-expressing cells, cAMP HTRF FRET, PGE2 co-stimulation. AID 940. induction, % at 25 µM. actives 0.83% (n = 260,000);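 active = compounds whose cAMP rise, as percent of the full-agonist control response, exceeds 60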;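 note: rat C6 glioma line stably carrying human EP2 under a CMV promoter; the protocol text gives 20 µM as final concentration; 100% = response of wells given 1 µM PGE2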
PPC-1+TRAIL kill: PPC-1 cancer cell killing with TRAIL present; AID 1443; cell killing (% activity), % at 4 µM; actives 0.41% (n = 220,000); PPC-1 cells + TRAIL, ATPLite viability luminescence;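 active = cell killing above 50% in the first pass at 4 µM, then a duplicate retest at 5 µM averaging 50% or more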;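 note: plate controls were cells with TRAIL plus DMSO for no effect and medium-only wells lacking cells for full effect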
CHOP inh: blocks CHOP induction under ER stress | inhibition, % at 10 µM | CHO-K1 CHOP-promoter luciferase, tunicamycin-induced, 15-18 h | actives 3.8% (n = 220,000);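 active = compounds that reduced the stress-induced luciferase reporter signal by more than about 70% of percent inhibition, limit read from the data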;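 note: 0% = tunicamycin plus vehicle and 100% = wells without tunicamycin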
TRPML3 agonist: agonists of human TRPML3 channel | Q8TDD5 | HEK293 TRPML3-YFP, Fluo-8 calcium fluorescence; 100% = the carbachol control signal | activation, % at 3 µM | actives 0.29% (n = 220,000);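 active = activation above its plate's cutoff, the mean activation of the plate's test wells plus 3 SD, cut at about 12% in these data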;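 note: 0% = DMSO only wells and 100% = carbachol wells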
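Material: TRPML3-YFP stable HEK293 cells | Dosing: One concentration, 3 µM nominal, 0.3% DMSO | Timing: 125 s total fluorescence read per well | Technique: Fluo-8 calcium dye fluorescence, ex 470-495, em 515-575 nm | Measure: Percent activation from peak-to-basal fluorescence ratio, scaled between DMSO and carbachol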
NPY-Y1 antag: antagonists of human neuropeptide Y receptor Y1. P25929. AID 1040. actives 1% (n = 200,000). HEK293-CNG Y1 cells, membrane potential fluorescence; NPY at EC95, then isoproterenol. inhibition, % at 3.6 µM;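 active = inhibition above the campaign mean inhibition of all tested compounds plus 3 SD, cut at about 20% in these data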;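 note: 0% = DMSO wells given NPY plus isoproterenol and 100% = isoproterenol alone without NPY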
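Benchmarks – high control isoproterenol alone, low control NPY with isoproterenol · Material – HEK293 Y1/CNG channel cell line · Times – dye 3 h, compound 60 min room temperature, stimulation 45 min · Probe or stimulus – NPY (25 nM), isoproterenol (1 µM), Ro 20-1724 (25 µM) · Evaluation – % inhibition of NPY effect · Signal – fluorescence, membrane potential probe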
* hit, by the source's call; & = joins results of further samples; ! = repeats disagree; [ ] = another dose, or the depositor's remark.

Screening CCCC/C(O)=C1\C(=O)CC(C)(C)CC1=Nc1ccc(N)cc1 returned NPY-Y1 PAM-ag 20.3, TRPN1 ag -1.6, EP2 antag 8.0, 14-3-3 Bad inh -5.3, EP2 modulator 23.0, PPC-1+TRAIL kill 16.5, CHOP inh -3.4, TRPML3 agonist 0.0 and NPY-Y1 antag -2.2.
For CN(Cc1nc(-c2ccccc2)no1)C1CCOCC1 the results were NPY-Y1 PAM-ag 20.6, TRPN1 ag 2.2, EP2 antag 6.6, 14-3-3 Bad inh -7.5, EP2 modulator 8.6, PPC-1+TRAIL kill 1.2, CHOP inh -0.1 and TRPML3 agonist 1.0.
Screening O=C1CSC(c2cn(-c3ccccc3)nc2-c2ccc3c(c2)OCCO3)N1CCN1CCOCC1 (centres undefined) returned NPY-Y1 PAM-ag 1.4, TRPN1 ag 1.1, EP2 antag 13.4, 14-3-3 Bad inh -8.3[fluorescence artefact?], EP2 modulator 34.3, PPC-1+TRAIL kill 14.2, CHOP inh 29.5, TRPML3 agonist 0.2 and NPY-Y1 antag -2.3.
For COc1ccc(NC(=O)Nc2cnccn2)cc1 the results were NPY-Y1 PAM-ag 0.9, TRPN1 ag -0.1, EP2 antag 7.4, 14-3-3 Bad inh -6.4, EP2 modulator -17.8, PPC-1+TRAIL kill 5.4, CHOP inh -10.4 and TRPML3 agonist 0.5.
`Cc1c(C=NCCOCc2ccccc2)cnn1C` gave NPY-Y1 PAM-ag -1.0, TRPN1 ag 1.6, EP2 antag 15.2, 14-3-3 Bad inh -5.1[fluorescence artefact?], EP2 modulator -11.6, PPC-1+TRAIL kill 44.2, CHOP inh 46.4, TRPML3 agonist 0.5 and NPY-Y1 antag 3.4.
Cc1nc2ccccn2c1C(=O)NCc1cccnc1 was read as NPY-Y1 PAM-ag -6.8, TRPN1 ag 0.6, EP2 antag 3.1, 14-3-3 Bad inh 11.5, EP2 modulator 9.3, PPC-1+TRAIL kill 15.1, CHOP inh 10.4, TRPML3 agonist 0.4 and NPY-Y1 antag 2.3.
For CCOC(=O)c1[nH]c2ccc(OC)cc2c1NC(=S)N1CCN(c2ccc(F)cc2)CC1 the results were NPY-Y1 PAM-ag 3.4, TRPN1 ag 2.0, EP2 antag 8.2, 14-3-3 Bad inh -2.9, EP2 modulator -0.1, PPC-1+TRAIL kill -7.1, CHOP inh -15.2, TRPML3 agonist 0.3 and NPY-Y1 antag 2.3.
`Cc1csc2c(SCC(=O)NNC(=O)C(Cl)Cl)ncnc12` gave NPY-Y1 PAM-ag -39.6, TRPN1 ag 2.0, EP2 antag 9.8, 14-3-3 Bad inh -6.2, EP2 modulator -3.2, PPC-1+TRAIL kill 19.8, CHOP inh -8.5 and TRPML3 agonist -0.2.
Screening Cc1ccc(CNC(=O)CCCn2c(=O)c3ccccc3n(CC(=O)NC3CCCC3)c2=O)cc1 returned NPY-Y1 PAM-ag 8.9, TRPN1 ag 0.6, EP2 antag 13.7, 14-3-3 Bad inh -0.3, EP2 modulator 8.3, PPC-1+TRAIL kill 9.8, CHOP inh 32.1, TRPML3 agonist 0.7 and NPY-Y1 antag 1.9.
For CC(C)N(Cc1nc(-c2ccc(Cl)cc2)no1)C(=O)CCCN1C(=O)c2ccccc2C1=O the results were NPY-Y1 PAM-ag -6.3, TRPN1 ag 1.3, EP2 antag 12.0, 14-3-3 Bad inh 3.5, EP2 modulator 10.5, PPC-1+TRAIL kill -10.0, CHOP inh 67.3, TRPML3 agonist 0.4 and NPY-Y1 antag 5.5.
CCOC(=O)CC(=O)CSc1nc2c(C)c(C)ccc2cc1C was read as NPY-Y1 PAM-ag 3.6, TRPN1 ag -0.8, EP2 antag 8.0&5.0, 14-3-3 Bad inh 7.2, EP2 modulator 66.4*!, PPC-1+TRAIL kill 16.6, CHOP inh 38.1, TRPML3 agonist 0.2 and NPY-Y1 antag 3.4.
CN(C)/C=C1\N=C(c2ccc(Cl)cc2Cl)OC1=O was read as NPY-Y1 PAM-ag 20.5, TRPN1 ag 0.0, EP2 antag 6.6, 14-3-3 Bad inh -3.0, EP2 modulator -25.6, PPC-1+TRAIL kill -6.7, CHOP inh 56.9, TRPML3 agonist 0.9 and NPY-Y1 antag -5.3.
COC(=O)C1=C(N)Oc2cc(C)n(Cc3ccco3)c(=O)c2C1c1cccc(Cl)c1 (centres undefined) was read as NPY-Y1 PAM-ag 11.1, TRPN1 ag -2.0, EP2 antag 23.3, 14-3-3 Bad inh 0.6, EP2 modulator -8.7, PPC-1+TRAIL kill 5.7, CHOP inh 39.4, TRPML3 agonist 1.8 and NPY-Y1 antag -3.0.
`O=C(CCC(=O)OCC(=O)c1ccc(Br)cc1)Nc1ccc(Br)c2cccnc12` gave NPY-Y1 PAM-ag 20.6, TRPN1 ag 0.8, EP2 antag 8.1, 14-3-3 Bad inh -13.1, EP2 modulator 3.7, PPC-1+TRAIL kill 28.2, CHOP inh 32.0, TRPML3 agonist 0.8 and NPY-Y1 antag -0.4.
CC(C)C[C@H](NC(=O)Nc1ccc(S(N)(=O)=O)cc1)C(=O)O was read as NPY-Y1 PAM-ag 17.6, TRPN1 ag 1.3, EP2 antag 9.3, 14-3-3 Bad inh -9.0, EP2 modulator 27.0, PPC-1+TRAIL kill 1.2, CHOP inh -12.9, TRPML3 agonist 0.8 and NPY-Y1 antag -1.2.
CC[n+]1c(/C=C/Nc2ccccc2)sc2ccccc21 was read as NPY-Y1 PAM-ag -10.7, TRPN1 ag 0.7, EP2 antag 6.2&24.2, 14-3-3 Bad inh 18.0[fluorescence artefact?], EP2 modulator -62.6&-5.8, PPC-1+TRAIL kill -2.3, CHOP inh 3.5, TRPML3 agonist 0.5 and NPY-Y1 antag 4.7.
NNC(=O)CSc1nnnn1-c1ccccc1 was read as NPY-Y1 PAM-ag 4.0, TRPN1 ag -1.3, EP2 antag 8.2, 14-3-3 Bad inh 4.4, EP2 modulator 11.9, PPC-1+TRAIL kill -7.2, CHOP inh 16.2 and TRPML3 agonist -0.7.
O=S1(=O)CCC(n2ncc3c2/C(=C/c2ccccc2)CC3)C1 (centres undefined) was read as NPY-Y1 PAM-ag -6.0, TRPN1 ag 0.5, EP2 antag 14.3, 14-3-3 Bad inh -9.7, EP2 modulator -51.8, PPC-1+TRAIL kill 7.9, CHOP inh 17.2, TRPML3 agonist 0.3 and NPY-Y1 antag 7.6.
For N=C1C(c2nc3ccccc3[nH]2)=C(O)CN1c1ccc(CC(=O)O)cc1 the results were NPY-Y1 PAM-ag -19.6, TRPN1 ag 1.6, EP2 antag 7.9, 14-3-3 Bad inh -6.2, EP2 modulator -10.6, PPC-1+TRAIL kill 0.6, CHOP inh -6.0, TRPML3 agonist 1.2 and NPY-Y1 antag 6.0.
`O=C(c1ccc(F)cc1)N1CCN(C(=O)c2ccc([N+](=O)[O-])cc2)CC1` gave NPY-Y1 PAM-ag 0.9, TRPN1 ag 2.0, EP2 antag 7.1, 14-3-3 Bad inh -4.1, EP2 modulator 9.6, PPC-1+TRAIL kill -3.8, CHOP inh 3.7, TRPML3 agonist 0.3 and NPY-Y1 antag 1.9.
COc1cc(-c2nnc(SCC3(c4ccccc4)OCCO3)o2)cc(OC)c1OC was read as NPY-Y1 PAM-ag -23.1, TRPN1 ag -1.4, EP2 antag 10.8, 14-3-3 Bad inh 2.2, EP2 modulator 5.2, PPC-1+TRAIL kill 7.1, CHOP inh 13.3, TRPML3 agonist -1.0 and NPY-Y1 antag 2.9.
`Nc1ccc(CSc2ccc(Cl)cc2)cc1` gave NPY-Y1 PAM-ag 1.9, TRPN1 ag 0.2, EP2 antag 4.2, 14-3-3 Bad inh 3.1, EP2 modulator -35.2, PPC-1+TRAIL kill 4.3, CHOP inh 17.9, TRPML3 agonist 0.0 and NPY-Y1 antag -3.7.
Screening CCn1c(SCC(=O)N2c3ccccc3CC2C)nnc1-c1ccco1 (centres undefined) returned NPY-Y1 PAM-ag 8.1, TRPN1 ag 0.1, EP2 antag 12.6&12.1, EP2 modulator -36.2, TRPML3 agonist 0.1 and NPY-Y1 antag 2.0.
For Cc1cnc(C(=O)OCC(=O)NCc2ccc3c(c2)OCO3)cn1 the results were NPY-Y1 PAM-ag 13.2, TRPN1 ag 0.3, EP2 antag 4.3, 14-3-3 Bad inh -7.6, EP2 modulator 9.0, PPC-1+TRAIL kill 10.2, CHOP inh -14.1, TRPML3 agonist -0.1 and NPY-Y1 antag -0.1.
For COc1ccc(C)cc1S(=O)(=O)N1CCN(Cc2ccccc2)CC1 the results were NPY-Y1 PAM-ag -13.2, TRPN1 ag 2.5, EP2 antag 6.0, 14-3-3 Bad inh -7.9, EP2 modulator 4.6, PPC-1+TRAIL kill 9.1, CHOP inh 23.2, TRPML3 agonist -0.4 and NPY-Y1 antag -6.4.
For Cc1cc(C(=O)Nc2cccc3ccccc23)n(-c2ccccc2)n1 the results were NPY-Y1 PAM-ag 3.2, TRPN1 ag -3.0, EP2 antag 13.8, 14-3-3 Bad inh -17.8, EP2 modulator -6.8, PPC-1+TRAIL kill 21.3, CHOP inh 11.8, TRPML3 agonist -0.1 and NPY-Y1 antag 2.8.
O=[N+]([O-])c1cccc(-c2nc(N3CCOCC3)c3ccccc3n2)c1 was read as NPY-Y1 PAM-ag 8.7, TRPN1 ag -0.5, EP2 antag 9.4, 14-3-3 Bad inh 1.7, EP2 modulator 5.8, PPC-1+TRAIL kill 35.0, CHOP inh 8.6, TRPML3 agonist 0.5 and NPY-Y1 antag 1.1.
Screening O=C(O)CN=C(NS(=O)(=O)c1ccccc1)c1ccccc1 returned NPY-Y1 PAM-ag 0.6, TRPN1 ag 1.4, EP2 antag 9.5, 14-3-3 Bad inh -7.0, EP2 modulator -12.4, PPC-1+TRAIL kill 30.3, CHOP inh 31.4, TRPML3 agonist 0.9 and NPY-Y1 antag 0.1.

Quoted at random: 2 records from the list.
`Nc1ccc(CSc2ccc(Cl)cc2)cc1` gave NPY-Y1 PAM-ag 1.9, TRPN1 ag 0.2, EP2 antag 4.2, 14-3-3 Bad inh 3.1, EP2 modulator -35.2, PPC-1+TRAIL kill 4.3, CHOP inh 17.9, TRPML3 agonist 0.0 and NPY-Y1 antag -3.7.
For Cc1cc(C(=O)Nc2cccc3ccccc23)n(-c2ccccc2)n1 the results were NPY-Y1 PAM-ag 3.2, TRPN1 ag -3.0, EP2 antag 13.8, 14-3-3 Bad inh -17.8, EP2 modulator -6.8, PPC-1+TRAIL kill 21.3, CHOP inh 11.8, TRPML3 agonist -0.1 and NPY-Y1 antag 2.8.

Not all compounds are listed. The share of hits here may be higher or lower than overall.
